# JMJD2A Tudor: qHTS Assay for Inhibitors of JMJD2A-Tudor Domain. Lysine-specific demethylase 4A (Homo sapiens), O75164. AlphaScreen JMJD2A-Tudor / H3K4me3 peptide binding. Potency, µM (top dose mostly 114 µM), without a hit: top-dose activity change, negative = inhibition, most hits filed as inhibitors. 390,000 tested, 4.4% active; further: potency means the concentration at half of the fitted maximal effect; on the % scale 0 is the no-effect control and ±100 the full control effect; nearly all actives have a fitted effect of over 50% in size
# BAZ2B block: qHTS Assay for Inhibitors of BAZ2B. AlphaScreen BAZ2B-H3K14Ac peptide displacement. Potency, µM (titrated, usually from 114 µM), inactives show at the top dose activity change, negative = inhibition, most hits filed as inhibitors. 360,000 tested, 4.4% active. AID 504333, 2011; further: potency means the concentration at half of the fitted maximal effect; on the % scale 0 is the no-effect control and ±100 the full control effect; nearly all actives have a fitted effect of over 60% in size
#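 AlphaScreen luminescence quantifies BAZ2B engagement of H3K14Ac peptide; the protein and biotinylated peptide are both at 50 nM final, buffer PBS pH 7.4 with 0.01% Tween-20, all steps at room temperature.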
# Pol eta inh: qHTS for Inhibitors of Polymerase Eta | DNA polymerase eta (Homo sapiens), Q9Y253 | recombinant Pol eta, fluorescent DNA replication assay | Potency, µM (doses to about 114 µM), without a hit: at the highest dose activity change, negative = inhibition, actives largely listed as inhibitors | 390,000 tested, 1.2% active; further: potency means the concentration at half of the fitted maximal effect; on the % scale 0 is the no-effect control and ±100 the full control effect
#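 Fluorescent replication assay: 50 nM final substrate added after a 15 min room-temperature compound preincubation with 10 nM enzyme. Signal taken at 0 min and again at 10 min.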
# G9a inh: qHTS Assay for Inhibitors of Histone Lysine Methyltransferase G9a; G9a H3K9 monomethylation, AlphaScreen, 2 h; AID 504332, 2011; 350,000 tested, 8.8% active; Potency, µM (titrated, usually from 102 µM), inactives show at the top dose activity, negative = inhibition, most hits filed as inhibitors; further: potency means the concentration at half of the fitted maximal effect; on the % scale 0 is the no-effect control and ±100 the full control effect; nearly all actives have a fitted effect of over 75% in size
# Target sequence (Q96KQ7 913-1193 limits assumed): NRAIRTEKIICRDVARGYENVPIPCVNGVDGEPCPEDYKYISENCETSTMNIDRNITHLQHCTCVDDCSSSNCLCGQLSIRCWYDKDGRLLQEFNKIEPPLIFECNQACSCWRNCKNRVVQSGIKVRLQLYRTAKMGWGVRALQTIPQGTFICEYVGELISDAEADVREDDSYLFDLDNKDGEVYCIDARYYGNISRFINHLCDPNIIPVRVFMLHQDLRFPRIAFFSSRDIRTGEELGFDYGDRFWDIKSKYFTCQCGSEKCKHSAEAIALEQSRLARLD
#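 AlphaScreen read-out: biotin-H3K9 peptide (500 nM) methylation by 20 nM enzyme with 20 uM SAM, 2 h at room temperature after 15 min compound preincubation; anti-monomethyl H3K9 antibody plus donor/acceptor beads, 10 min dark.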
# Pin1 inh: qHTS Assay to Find Inhibitors of Pin1; 390,000 tested, 0.009% active; AID 504891, 2011; Pin1 FP peptide displacement, HiFluor488, 10 min; Potency, µM (highest dose often 115 µM), for the others: at the highest dose activity, negative = inhibition, hits mostly inhibitors; active means well fitted inhibition curve with a large enough effect in the polarisation, with a control signal flat, not every such curve was filed as active; inconclusive means small, poorly fitted or top-dose-only effect, or effect the other way, or a change in a side signal; inactive means no such curve, though single readings can be large or run the other way; the % refers to the polarisation; further: potency means the concentration at half of the fitted maximal effect; on the % scale 0 is the no-effect control and ±100 the full control effect
# HP1b chromo inh: HTS for Inhibitors of HP1-beta Chromodomain Interactions with Methylated Histone Tails | Potency, µM (doses to about 114 µM), for the others: at the highest dose activity change, negative = inhibition, actives largely listed as inhibitors | AID 540317, 2011 | Chromobox protein homolog 1 (Homo sapiens), P83916 | AlphaScreen HP1-beta / biotin-H3K9me3 peptide binding | 390,000 tested, 0.56% active; further: potency means the concentration at half of the fitted maximal effect; nearly all actives have a fitted effect of over 70% in size; inactives centre near 23
# Target sequence (P83916 whole entry, looked up): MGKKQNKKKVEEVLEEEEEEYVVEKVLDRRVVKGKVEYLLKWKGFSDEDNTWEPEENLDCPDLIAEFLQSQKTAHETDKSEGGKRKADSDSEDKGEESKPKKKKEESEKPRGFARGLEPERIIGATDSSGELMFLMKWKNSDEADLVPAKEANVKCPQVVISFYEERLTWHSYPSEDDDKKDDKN
#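 HP1-beta protein (50 nM final) preincubated 30 min at room temperature with biotinylated H3(1-18)K9me3 peptide (50 nM) in PBS pH 7.4, 0.01% Tween-20, then compound added for 30 min. AlphaScreen streptavidin donor/nickel chelate acceptor beads (10 ug/mL final), 30 min dark, luminescence read.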
# PI4K2A inh: qHTS for small molecular inhibitors of PI4K2A. Phosphatidylinositol 4-kinase type 2-alpha (Homo sapiens), Q9BTU6. purified PI4K2A, ADP-Glo luminescence, 1 h; hits give low values. activity change, negative = inhibition, % at 76.9 µM. 420,000 tested, 0.13% active; in the data active means activity change below about -50%; inconclusive means mostly about -30% to -49%;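 further: -100% = wells without enzyme as full effect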
# Target sequence (Q9BTU6 whole entry, looked up): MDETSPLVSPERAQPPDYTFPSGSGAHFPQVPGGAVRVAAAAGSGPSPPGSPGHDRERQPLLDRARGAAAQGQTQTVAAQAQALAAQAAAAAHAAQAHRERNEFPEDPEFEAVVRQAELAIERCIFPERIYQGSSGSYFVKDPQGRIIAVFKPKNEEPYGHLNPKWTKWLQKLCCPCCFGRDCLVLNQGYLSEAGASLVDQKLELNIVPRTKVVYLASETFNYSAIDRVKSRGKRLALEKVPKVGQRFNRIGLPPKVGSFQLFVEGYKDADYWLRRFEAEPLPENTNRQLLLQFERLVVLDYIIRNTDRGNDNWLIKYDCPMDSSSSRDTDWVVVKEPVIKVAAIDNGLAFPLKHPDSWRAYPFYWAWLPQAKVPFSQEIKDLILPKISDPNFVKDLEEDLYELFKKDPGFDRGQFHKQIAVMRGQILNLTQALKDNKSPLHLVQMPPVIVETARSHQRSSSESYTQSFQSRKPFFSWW
#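 ADP-Glo luminescence measured ADP generated by PI4K2A enzyme (4 ug/mL before mixing) with 1.2 mM PI substrate (pre-mix) and 300 microM ATP (pre-mix). Tris pH7.5 buffer with MgCl2, Triton X-100; 1 h reaction at ambient temperature.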
# GLS inh: qHTS for Inhibitors of Glutaminase (GLS). 410,000 tested, 0.21% active. Glutaminase kidney isoform, mitochondrial (Homo sapiens), O94925. AID 624170, 2012. Potency, µM (doses to about 45.5 µM), without a hit: top-dose activity change, negative = inhibition, usual class: inhibitors. GLS enzymatic activity, qHTS titration; further: potency means the concentration at half of the fitted maximal effect; on the % scale 0 is the no-effect control and ±100 the full control effect
#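 Compounds were pin-transferred onto hKGA, after which L-glutamine (1 mM solution) and a detection mix of glutamate oxidase, HRP and Amplex Red were added. Initial and 30 min RT fluorescence reads were collected.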
# PGK inhibitor: qHTS Assay to Find Inhibitors of Phosphoglycerate Kinase; Phosphoglycerate kinase, glycosomal (Trypanosoma brucei brucei), P07378; PGK/GAPDH coupled, Kinase-Glo luminescence, 60 min; Potency, µM (top dose mostly 57.5 µM), for the others: at the highest dose activity change, negative = inhibition, hits mostly inhibitors; 380,000 tested, 0.043% active; AID 602233, 2012; further: potency means the concentration at half of the fitted maximal effect; on the % scale 0 is the no-effect control and ±100 the full control effect; nearly all actives have a fitted effect of over 60% in size
#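 Luminescent ATP detection (Kinase-Glo Plus) follows a 60-minute room-temperature incubation, with wells lacking PGK as controls. Buffer: 100 mM TEA (pH 7.6), 5 mM MgCl2, 0.01% Tween-20. Coupling enzyme GAPDH (100 nM final) supplies unstable 1,3-BPG in-well.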
# Starred values were filed as active, the others as inactive; i = inactive; ? = inconclusive; · = no result given; & = joins results of further samples; ! = repeats disagree; [ ] = dose if it differs, or a comment. Unless noted, the call rests on the fitted dose curve; in most records, active means well fitted curve in the direction sought with a large enough effect; inconclusive means small, poorly fitted or top-dose-only effect, or another doubt; inactive means no such curve, though single readings can be large; an effect the other way counts as inactive or inconclusive.
# Values run as follows: PI4K2A inh	G9a inh	GLS inh	JMJD2A Tudor	HP1b chromo inh	Pin1 inh	BAZ2B block	Pol eta inh	PGK inhibitor
- COc1cccc(NC(=O)CN(C)C(=O)c2cc(S(=O)(=O)NCc3ccccc3)ccc2C)c1
 : -1	2%	-1%	-7%	46%[activator]	-1%	-24%	-13%	-1%
- Cn1c2c(c(=O)n(C)c1=O)[C@@H]1c3c(ccc4ccccc34)OC[C@@H]1CO2
 : -4	1%	-2%	-8%	31%	-6%	-8%	-6%	-2%
- NC(=O)CSc1nc2cc3c(cc2c(=O)n1CCCC(=O)NCc1ccc2c(c1)OCO2)OCO3
 : 3	9%[59 µM]	-8%	-9%	41%[activator]	0%	0%	-7%	-10%
- COc1ccccc1NCC(=O)N/N=C/c1cccnc1
 : -1	23%[59 µM]	0%	-34%	22%	7%	-8%	-12%	i
- CC(C)(C)NC(=O)c1cc(F)c(F)cc1Cl
 : 3	-43%[59 µM]	-3%	0%	26%	-2%	0%	-5%	-1%
- COc1ccc(NC(=O)COC(=O)/C=C/c2ccc(OC)c(S(=O)(=O)N3CCOCC3)c2)cc1
 : -4	22%[59 µM]	9%	-17%	5%	5%	-10%	-14%	-1%
- C/C(=N\Nc1cccc(C(F)(F)F)c1)c1ccc(O)cc1
 : -1	8.9µM*	?	45µM*	?	-5%	?	-15%	-11%
- CC1Oc2ccccc2N(CC(=O)N2CCCc3ccccc32)C1=O (stereo not given)
 : -2	-23%	2%	-15%	30%	0%	0%	-10%	-4%
- Cc1ccc(/C=C/c2nc3ccccc3[nH]2)cc1
 : -67*	4%[59 µM]	4%	-7%	29%	-5%	7%	-28%	?
- Cc1ccc(C(=O)N/N=C/c2ccc(OC(=O)c3ccccc3Cl)cc2)cn1
 : 2	21%	1%	-5%	18%	1%	-15%	-4%	9%
- CCN(CC)CCn1c2ccccc2c2cnc(N=CN(C)C)c(C#N)c21
 : 2	-34%[59 µM]	-1%	-8%	10%	4%	-37%	?	-5%
- C/C=C/C(=O)OCC(=O)Nc1cc(-c2cc(C)c(C)cc2C)nn1-c1ccccc1
 : 4	11%[59 µM]	-1%	-6%	44%[activator]	32%[activator]	-19%	-18%	2%
- O=C(CCNS(=O)(=O)c1cccc2nonc12)NCc1cccs1
 : -1	5%[2.33 µM]	-2%	-8%	32%	-4%	8%	10%	-8%
- Cc1ccc(S(=O)(=O)N2CCN(C(=O)COC(=O)CCCOc3ccccc3)CC2)c(C)c1
 : -2	-14%[12.7 µM]	0%	-5%	29%	12%	-2%	-10%	1%
- CN1CCN(NC(=O)c2cn(-c3ccccc3)nc2-c2cccc(Br)c2)CC1
 : 5	-42%	12%	-16%	36%	2%	-25%	-11%	5%
- Cc1oc(-c2ccc(Cl)cc2)cc1C(=O)/C(C#N)=C/Nc1ccccc1
 : 0	28µM*	2%	-18%	-2%	1%	-8%	-15%	-3%
- COc1ccccc1N1CCN(C(=O)C2CCCN(c3ncnc4c3nc3n4CCCCC3)C2)CC1 (stereo not given)
 : -2	20%	3%	-17%	37%	-9%	-18%	-14%	i
- C=CCn1c(N2CCCCCC2)nc2c1c(=O)[nH]c(=O)n2C
 : 3	?	1%	-11%	19%	2%	13%	-5%	-2%[11.5 µM]
- CCCCC(c1nnnn1C1CCCC1)N1CCN(C2CCCCC2)CC1 (stereo not given)
 : -4	12%[59 µM]	7%	-6%	9%	0%	9%	2%	-3%
- Cc1cc(=O)c(C(=O)O)cn1Nc1ccc(F)cc1
 : 8	?	-3%	50µM*	-11%	-14%	?	-9%	-1%
- NC(N)=N/N=C/c1ccc(Cl)c(Cl)c1
 : 5	-9%	?	-15%	32%	0%	-2%	-1%	3%
- O=c1c(O)c(-c2ccc(O)cc2O)oc2cc(O)cc(O)c12
 : -67*	40µM*!	·	·	·	·	50µM*	7.9µM*	·
- CN1C(=O)C(=O)/C(=C(/O)c2ccc(Br)cc2)C1c1ccc(F)cc1 (stereo not given)
 : -20	71µM*	6%	-4%	37%	-1%	-8%	-13%	4%
- CCOc1ccc(-n2c(C)c3c(C)nnc(C)c3c2C)cc1
 : 3	·	-23%	·	·	·	·	-1%	-1%
- Cc1cccn2c(=O)c3cc(C#N)c(=NC(=O)c4cccs4)n(CC(C)C)c3nc12
 : -2	0%	9%	-14%	6%	?	4%	13%	-7%
- CCCCC(=O)OCc1cc(=O)n2nc(C3CC3)sc2n1
 : -4	21%[59 µM]	-10%	-31%	10%	?	-18%	-24%	-7%
- Cc1ccc(-c2nc(CS(=O)(=O)CC(=O)N3CCN(c4cccc(C)c4C)CC3)c(C)o2)cc1
 : 0	-44%[59 µM]	7%	-3%	16%	2%	-8%	-13%	10%
- O=C(Nc1cccnc1)c1sc(Nc2ccccc2F)nc1-c1ccccc1
 : 6	-28%	2%	-13%	26%	-2%	7%	-15%	2%
- COc1cccc(NC(=O)[C@@H](NC(=O)N2CCn3c2nc2ccccc23)C(C)C)c1
 : 2	4%	-18%	-5%	41%[activator]	7%	-20%	-13%	-10%
- CC(C)c1ccc(N(CC(=O)NCCc2ccccc2)C(=O)c2csnn2)cc1
 : -3	-4%[59 µM]	0%	-16%	-4%	-1%	0%	-10%	2%

# The list goes on:
# Values run as follows: PI4K2A inh	G9a inh	GLS inh	JMJD2A Tudor	HP1b chromo inh	Pin1 inh	BAZ2B block	Pol eta inh	PGK inhibitor
- CC1=CC(C)(C)NC(=S)N1c1cc(C)cc(C)c1
 : 6	-7%[59 µM]	1%	-15%	23%	1%	-34%	-15%	4%
- Cc1sc2ncn(CC(=O)NCCCC(=O)N3CCN(c4ccccc4F)CC3)c(=O)c2c1C
 : 3	8%	5%	-11%	-12%	-5%	3%	-18%	-6%
- COc1cccc(C(=O)NC(=S)Nc2ccc3[nH]c(=O)[nH]c3c2)c1
 : -1	?	-3%	5%	28%	2%	3%	-21%	2%
- CN(C)CCCNc1cc(C(C)(C)C)nc2c(-c3ccc(Cl)cc3)cnn12
 : 1	4%	-37%	-4%	50%[activator]	?	-6%	-32%	1%
- Cc1nc(S(=O)(=O)N2CCN(c3ccccc3F)CC2)cn1C
 : 3	-7%[59 µM]	-2%	-15%	23%[57 µM]	-10%	-10%	-7%	i
- O=C(/C=C/c1ccco1)N1CCc2ccccc21
 : -53*	40µM*	-5%	-18%	7%	-1%	·	-7%	?
- CC(OC(=O)c1ccncc1)C(=O)Nc1cccc(Cl)c1 (stereo not given)
 : 2	-25%	11%	5%	35%	-3%	0%	-13%	1%
- Cc1ccc(-n2nc3c(=O)n(C(C)C(=O)NCCCc4ccccc4)nc(C)c3c2C)cc1 (stereo not given)
 : 0	12%	16%	-14%	32%[activator]	-9%	-17%	0%	3%
- O=C1NC(=O)C2(CCCC2)N1
 : 4	·	5%	-20%	16%	-10%	·	-12%	-8%
- CC(C)C[C@@H](CN)NC(=O)c1nc[nH]c1C(=O)N[C@@H](C)C(=O)CNC[C@H](C)NC(=O)c1nc[nH]c1C(=O)N[C@@H](CC(C)C)C(=O)O
 : 1	·	0%	50µM*	51%	10%	·	-15%	-1%
- CC(C)COc1ccc(C(=O)N(Cc2cccc(F)c2)C2CCS(=O)(=O)C2)cc1 (stereo not given)
 : -6	-4%[59 µM]	-2%	-23%	11%	1%	-12%	-22%	i
- C[C@@H]1CCCCCCCCC(=O)OCCN1C(=O)OC(C)(C)C
 : -1	-13%[2.33 µM]	-2%	9%	65%[activator]	?	9%	-23%	9%
- CCOC(=O)c1ccccc1N/C=C/C(=O)c1ccccc1
 : -3	·	7%	24%	93%	4%	·	-18%	-6%
- CCOc1ccc2c(c1)c(N=NC(=N)N)c(O)n2C
 : -1	-11%	0%	-16%	29%	-3%	-4%	-18%	2%
- CCOc1ccc(N(C(=O)CNC(=O)c2ccco2)C(C(=O)NC2CCCC2)c2ccncc2)cc1 (stereo not given)
 : 5	1%	4%	-2%	-10%	-2%	-4%	0%	7%
- COc1ccc(/C=C/C(=O)NC(=S)NNC(=O)c2cccs2)cc1OC
 : 3	?	13%	14%	23%	22%	10%	-15%	-9%
- CCn1c(SCc2nc3ccccc3c(=O)[nH]2)nnc1-c1cccnc1
 : 10	-9%	-3%	-5%	11%	1%	-5%	-9%	-4%
- COc1cccc(CNC(=O)Cn2ccc3cc(S(=O)(=O)N4CCCC4)ccc32)c1
 : 3&3	14%	-4%&-6%	-8%&-13%	57%&30%[activator]	-4%&0%	-17%&2%	-17%&8%	0%&-1%
- Cc1cc(C)n(-c2cccc(CN(C)Cc3nc(-c4cnccn4)no3)c2)n1
 : -2	-26%	-1%	-18%	29%	-3%	-21%	-20%	i
- Cc1ccccc1Nc1nc(N)nc(CCl)n1
 : -2	-3%	-9%	-3%	13%	-9%	-14%	-16%	-6%
- CNC(=O)CSc1nnc(-c2ccco2)n1-c1ccccc1OC
 : -2	-15%	5%	4%	22%	-5%	9%	-19%	0%
- Oc1cccc(C(=S)N2CCN(Cc3ccccc3)CC2)c1
 : -3	?	-1%	?	?	-18%	-27%	-5%	-4%
- CSc1ccc(C2C(C(=O)Nc3ccccc3)=C(C)Nc3nc4ccccc4n32)cc1 (stereo not given)
 : -5	-24%[59 µM]	2%	-12%	17%	7%	-18%	6%	-5%

# Assay outcomes deposited in PubChem by National Center for Advancing Translational Sciences (NCATS).

# The list is partial; rates above refer to the full screens.
